Source: PubChem
rTrxR1 inhibitor: rat TrxR1 inhibition; O89049; recombinant rTrxR1, NADPH fluorescence consumption, selenite substrate; Potency, µM (titrated, usually from 114 µM), for inactives: at the top dose activity change, negative = inhibition, hits mostly inhibitors; hit rate 1% among 390,000; AID 588453; also: % is scaled to controls: 0 for no effect and ±100 for the full control effect; nearly all actives have a fitted effect of over 65% in size
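Rat TrxR1 (90 nM in the dispensed reagent) was pre-reduced with 400 uM NADPH for 5 min at room temperature, then incubated with compound for 15 min. After 400 uM selenite was added, NADPH fluorescence (Ex 340/Em 450 nm) was followed for 8 min.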
PGK inhibitor: blocks T. brucei phosphoglycerate kinase | P07378 | PGK/GAPDH coupled, Kinase-Glo luminescence, 60 min | Potency, µM (titrated, usually from 57.5 µM), for the others: at the highest dose activity change, negative = inhibition, actives largely listed as inhibitors | hit rate 0.043% among 380,000 | AID 602233; also: % is scaled to controls: 0 for no effect and ±100 for the full control effect; nearly all actives have a fitted effect of over 60% in size
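Luminescent ATP detection (Kinase-Glo Plus) follows a 60-minute room-temperature incubation, with wells lacking PGK as controls. Buffer: 100 mM TEA (pH 7.6), 5 mM MgCl2, 0.01% Tween-20. Coupling enzyme GAPDH (100 nM final) supplies unstable 1,3-BPG in-well.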
JMJD2A Tudor inh: inhibitors of human JMJD2A Tudor domain | O75164 | AlphaScreen JMJD2A-Tudor / H3K4me3 peptide binding | Potency, µM (titrated, usually from 114 µM), without a hit: at the top dose activity change, negative = inhibition, hits mostly inhibitors | hit rate 4.4% among 390,000; also: % is scaled to controls: 0 for no effect and ±100 for the full control effect; nearly all actives have a fitted effect of over 50% in size
Target sequence (O75164 whole entry, looked up, the tested form may be a part): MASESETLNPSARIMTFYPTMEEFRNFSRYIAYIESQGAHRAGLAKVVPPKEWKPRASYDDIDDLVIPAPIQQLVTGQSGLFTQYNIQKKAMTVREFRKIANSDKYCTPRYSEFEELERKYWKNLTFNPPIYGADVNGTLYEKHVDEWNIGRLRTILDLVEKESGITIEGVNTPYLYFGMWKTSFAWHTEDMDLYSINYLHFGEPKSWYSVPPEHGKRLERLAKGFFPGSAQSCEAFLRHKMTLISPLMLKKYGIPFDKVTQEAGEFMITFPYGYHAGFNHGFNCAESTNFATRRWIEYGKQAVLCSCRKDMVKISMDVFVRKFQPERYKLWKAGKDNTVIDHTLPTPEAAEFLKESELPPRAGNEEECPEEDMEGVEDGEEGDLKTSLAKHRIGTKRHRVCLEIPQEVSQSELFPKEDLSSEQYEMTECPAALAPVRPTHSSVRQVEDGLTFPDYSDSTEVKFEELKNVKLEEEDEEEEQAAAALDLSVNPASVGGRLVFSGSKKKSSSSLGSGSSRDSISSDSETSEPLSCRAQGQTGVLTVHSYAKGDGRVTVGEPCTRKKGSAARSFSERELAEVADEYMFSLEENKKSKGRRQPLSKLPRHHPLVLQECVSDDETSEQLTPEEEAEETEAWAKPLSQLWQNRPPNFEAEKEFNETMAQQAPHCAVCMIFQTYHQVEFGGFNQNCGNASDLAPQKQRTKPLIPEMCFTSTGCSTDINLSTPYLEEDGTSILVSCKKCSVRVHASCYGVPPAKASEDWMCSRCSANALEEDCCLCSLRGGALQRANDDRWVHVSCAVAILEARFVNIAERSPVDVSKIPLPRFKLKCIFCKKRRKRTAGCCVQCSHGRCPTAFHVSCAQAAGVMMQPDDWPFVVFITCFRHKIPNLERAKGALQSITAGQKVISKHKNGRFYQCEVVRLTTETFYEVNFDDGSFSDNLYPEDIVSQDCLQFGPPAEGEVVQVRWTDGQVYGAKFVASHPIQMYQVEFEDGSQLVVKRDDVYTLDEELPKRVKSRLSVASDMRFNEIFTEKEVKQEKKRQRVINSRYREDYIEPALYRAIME
ERG-DNA inh: ERG Ets/DNA interaction inhibition. P11308. fluorescence polarization, His-ERG Ets domain / labelled DNA. Potency, µM (top dose mostly 76.9 µM), for the others: at the highest dose FP activity, negative = inhibition, actives largely listed as inhibitors. hit rate 0.028% among 370,000. AID 624246; active = well fitted inhibition curve with a large enough effect in the polarisation, with a control signal flat; inconclusive = small, poorly fitted or top-dose-only effect, or effect the other way, or a change in a side signal; inactive = no such curve, though single readings can be large or run the other way; the % refers to the polarisation;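 also: polarization taken with two DNA probes labelled with fluorescein and Texas red; % of control where 0% means no effect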
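His-tagged ERG Ets domain (1 uM in the protein solution; 300mM KCl, 50mM Tris-HCl, 1mM EDTA, 1mM DTT, pH 7.5) received compound, then a probe mix of 5 nM fluorescein-DNA and 100nM Texas-615-DNA. Fluorescence polarization was read for both dyes.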
12-LOX inh: ALOX12 (human) lipoxygenase inhibition; P18054; purified 12hLO, xylenol orange hydroperoxide absorbance; Potency, µM (titrated, usually from 108 µM), for inactives: top-dose activity change, negative = inhibition, actives largely listed as inhibitors; hit rate 1.1% among 580,000; AID 1671190; also: % is scaled to controls: 0 for no effect and ±100 for the full control effect
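Hydroperoxide product was detected by ferrous iron/xylenol orange as the 573 to 405 nm absorbance ratio. Arachidonic acid at 40 uM (final) was turned over for 30 min at room temperature by 150 nM human 12hLO, pH 7.0 Hepes buffer, after 15 min compound preincubation.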
RGS4 inhibitor: inhibitors of human regulator of G protein signaling 4. Transcreener GDP fluorescence polarization, RGS4-accelerated GTP hydrolysis. P49798. Potency, µM (doses to about 114 µM), for inactives: at the top dose activity change, negative = inhibition, most hits filed as inhibitors. hit rate 0.039% among 390,000; also: % is scaled to controls: 0 for no effect and ±100 for the full control effect; nearly all actives have a fitted effect of over 75% in size; some results filed as inactive show a strong effect at the top dose
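MLSMR compounds (23 nl, pin-transferred) preincubated 10 min at room temperature with a 500nM (2x) first reagent, then RGS4 at 900nM (2x) plus Transcreener GDP mix added; fluorescence polarization (620/688 nm) read before and after 90 min at 30 °C.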
GLS inh: inhibitors of human glutaminase (GLS); Potency, µM (top dose mostly 45.5 µM), for inactives: top-dose activity change, negative = inhibition, hits mostly inhibitors; GLS enzymatic activity, qHTS titration; O94925; hit rate 0.21% among 410,000; also: % is scaled to controls: 0 for no effect and ±100 for the full control effect
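hKGA; 45 mM KH2PO4 pH 8.2 + 0.02% Tween-20; cpd via pin tool; 1 mM Gln soln; GluOx/HRP/Amplex Red; RT 30 min; fluor. t0 & final.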
Pin1 inh: human Pin1 inhibition; Q13526; Pin1 FP peptide displacement, HiFluor488, 10 min; Potency, µM (titrated, usually from 115 µM), for inactives: at the highest dose activity, negative = inhibition, hits mostly inhibitors; hit rate 0.009% among 390,000; AID 504891; active = well fitted inhibition curve with a large enough effect in the polarisation, with a control signal flat, not every such curve was filed as active; inconclusive = small, poorly fitted or top-dose-only effect, or effect the other way, or a change in a side signal; inactive = no such curve, though single readings can be large or run the other way; the % refers to the polarisation; also: % is scaled to controls: 0 for no effect and ±100 for the full control effect
HP1b binding inh: inhibitors of HP1-beta chromodomain binding to methylated histone tails. AlphaScreen HP1-beta / biotin-H3K9me3 peptide binding. hit rate 0.56% among 390,000. Potency, µM (series often up to 114 µM), inactives show at the top dose activity change, negative = inhibition, hits mostly inhibitors. P83916; also: nearly all actives have a fitted effect of over 70% in size; inactives centre near 23
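AlphaScreen: HP1-beta (50 nM) preformed 30 min with biotin-H3(1-18)K9me3 peptide (50 nM) in PBS pH 7.4, 0.01% Tween-20. Compound added for 30 min at RT, then streptavidin donor/nickel chelate acceptor beads (10 ug/mL) for 30 min.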
An asterisk follows results filed as active; i = inactive; ? = inconclusive; . = no result given; & = joins results of further samples; [ ] = remark or other dose. Unless noted, calls follow the shape of the dose curve; as a rule, active = well fitted curve in the direction sought with a large enough effect; inconclusive = small, poorly fitted or top-dose-only effect, or another doubt; inactive = no such curve, though single readings can be large; an effect the other way counts as inactive or inconclusive. Potency is read from the fitted curve at half-maximal effect.

[1] CCOC(=O)C1(C)NC(c2cccc(C)c2)C2C(=O)N(c3ccccc3)C(=O)C21 (stereo unspecified)
[2] COc1cc(C(=O)Nc2nonc2-c2ccc(Cl)cc2)cc(OC)c1OC
[3] COP(=O)(OC)c1nc(-c2cccc3ccccc23)oc1NCc1ccccc1
[4] COc1ccc(CCC(=O)Nc2nc3ccccc3[nH]2)cc1OC
[5] O=C(NCc1ccc2c(c1)OCO2)C1CCCN1C(=O)Nc1ccccc1 (stereo unspecified)
[6] COc1cccc(CNC(=O)CN(C)S(=O)(=O)c2ccc3c(c2)c(=O)n(C)c(=O)n3C)c1
[7] Cc1cccc(Cn2c(N3CCN(C)CC3)nc3c2c(=O)n(C)c(=O)n3C)c1
[8] CC1CC(C)CN(Cc2nc3c(c(=O)n(C)c(=O)n3C)n2CCN2CCOCC2)C1 (stereo unspecified)

Assay by compound	1	2	3	4	5	6	7	8
rTrxR1 inhibitor	?	5%	33%	22%	12%	4%[57.1 µM]	-8%	-5%[57.1 µM]
PGK inhibitor	-8%	i	-3%	-2%	-6%[11.5 µM]	-3%	-2%	4%
JMJD2A Tudor inh	5%	-18%	52%[activator]	-15%	-7%	1%&4%	-13%	5%
ERG-DNA inh	4%	-2%	.	11%	.	-18%&-7%	-5%	-3%
12-LOX inh	-84%	-14%	-18%	0%	-19%	25%&0%	-17%	0%
RGS4 inhibitor	-16%	13%	-15%	10%	5%	-15%&2%	-15%	-10%
GLS inh	-4%	-9%	2%	-2%	-16%	-4%&-2%	3%	0%
Pin1 inh	-2%	-1%	0%	2%	-1%	-1%&-10%	6%	-3%
HP1b binding inh	47%[activator]	27%	78%[activator]	17%	44%[activator]	41%&39%[activator]	17%	32%[activator]

[9] OCC(O)CSc1nc(-c2ccccc2)nc2c1CCC2 (stereo unspecified)
[10] COCCNC(=S)Nc1ccc2[nH]c(=O)[nH]c2c1
[11] O=C(COc1ccc(-c2ccccc2)cc1)N/N=C/c1cc(O)ccc1Br
[12] C/C(=N\Nc1ccc(C#N)cc1[N+](=O)[O-])c1ccc(O)cc1
[13] Cc1c(C(=O)O)[nH]c2c1C(=O)CC(c1ccc(Cl)cc1)C2 (stereo unspecified)
[14] O=C(C1CC(=O)N(c2ccc(Cl)cc2)C1)N1CCN(Cc2ccc3c(c2)OCO3)CC1 (stereo unspecified)
[15] O=C1c2cccc3cccc(c23)C(=O)N1OS(=O)(=O)c1ccc(Br)cc1
[16] COc1ccc(-c2nc(CN3CCC(C(=O)N4CCOCC4)CC3)c(C)o2)c(OC)c1

Assay by compound	9	10	11	12	13	14	15	16
rTrxR1 inhibitor	?	-24%	-1%	2%[57.1 µM]	15%	8%[57.1 µM]	43%[activator][57.1 µM]	?
PGK inhibitor	-9%	-12%	1%	2%	-6%	2%	i	0%
JMJD2A Tudor inh	-6%	-10%	?	-19%	-23%	-14%	-25%	-17%
ERG-DNA inh	-6%	1%	-4%	-2%	.	0%	10%	-13%
12-LOX inh	4%	-20%	0%	15%	-7%[57.4 µM]	-13%	-2%	-12%
RGS4 inhibitor	-7%	-1%	-42%	6%[56.9 µM]	-12%	6%	-9%	7%
GLS inh	-2%	36%[activator]	4%	3%	2%	1%	0%	0%
Pin1 inh	-1%	-1%	7%	1%	-10%	5%	-7%	10%
HP1b binding inh	44%[activator]	-2%	-13%	29%	17%	15%	5%	27%

[17] COc1ccc(Cl)cc1NC(=O)CN(C)CC(=O)Nc1c(C)n(C)n(-c2ccccc2)c1=O
[18] OC(CNCc1ccncc1)c1ccccc1 (stereo unspecified)
[19] COc1ccc(NC(=O)Nc2nnc(N(C)C3CCCCC3)s2)c(OC)c1
[20] O=C(COc1ccc(Cl)cc1Cl)N/N=C/CCc1ccccc1
[21] CCc1nc2nc(C)c(NS(=O)(=O)c3ccc(Cl)s3)c(=O)n2[nH]1
[22] COC(=O)C1=C(C)NC(=O)C1(NC(=O)c1ccc(Cl)cc1)C(F)(F)F (stereo unspecified)
[23] CCOc1ccc(S(=O)(=O)N(CC(=O)Nc2cccnc2)c2ccc(F)cc2)cc1
[24] COc1ccc(O)c(C(=O)c2cnn(-c3ccccc3)c2)c1

Assay by compound	17	18	19	20	21	22	23	24
rTrxR1 inhibitor	26%	14%[57.1 µM]	13%	27%[57.1 µM]	4%[57.1 µM]	11%[57.1 µM]	-14%	-8%
PGK inhibitor	-4%	-5%	7%	-8%	-8%	12%	i	-4%
JMJD2A Tudor inh	-2%	?	-5%	-8%	-8%	-5%	-13%	-32%
ERG-DNA inh	2%	-1%	-12%	0%	-6%	-9%	20%	6%
12-LOX inh	34%[activator]	?	-6%	2%	-22%	-4%&-3%	-2%	-6%
RGS4 inhibitor	4%	-29%	10%	11%	-8%	12%	0%	-28%
GLS inh	8%	5%	-3%	18%	18%	2%	-2%	14%
Pin1 inh	-7%	-11%	15%	1%	-1%	0%	1%	-4%
HP1b binding inh	39%[activator]	-13%	47%[activator]	15%	25%	17%	1%	-15%

Four entries from above, with the structure last:
item	rTrxR1 inhibitor	PGK inhibitor	JMJD2A Tudor inh	ERG-DNA inh	12-LOX inh	RGS4 inhibitor	GLS inh	Pin1 inh	HP1b binding inh	canonical_smiles
6	4%[57.1 µM]	-3%	1%&4%	-18%&-7%	25%&0%	-15%&2%	-4%&-2%	-1%&-10%	41%&39%[activator]	COc1cccc(CNC(=O)CN(C)S(=O)(=O)c2ccc3c(c2)c(=O)n(C)c(=O)n3C)c1
7	-8%	-2%	-13%	-5%	-17%	-15%	3%	6%	17%	Cc1cccc(Cn2c(N3CCN(C)CC3)nc3c2c(=O)n(C)c(=O)n3C)c1
8	-5%[57.1 µM]	4%	5%	-3%	0%	-10%	0%	-3%	32%[activator]	CC1CC(C)CN(Cc2nc3c(c(=O)n(C)c(=O)n3C)n2CCN2CCOCC2)C1 (stereo unspecified)
9	?	-9%	-6%	-6%	4%	-7%	-2%	-1%	44%[activator]	OCC(O)CSc1nc(-c2ccccc2)nc2c1CCC2 (stereo unspecified)

Other structures follow:
[25] Cc1ccc(C(=O)N/C(=C/c2cccs2)C(=O)NCCCn2ccnc2)cc1
[26] CCOC(=O)C1(Cc2ccccc2C)CCCN(C(=O)c2sccc2C)C1 (stereo unspecified)
[27] CCc1nc(N)c(C#N)c(-c2cccnc2)c1C
[28] CCOC(=O)N1CCN(C(=O)c2ccc3c(c2)N(Cc2ccc(F)cc2)CCS3)CC1
[29] Cc1nccn1CC(O)COc1ccc(Cl)cc1Cl (stereo unspecified)
[30] COc1ccc(NC(=O)CSc2nnc(Cc3cccs3)n2C)cc1
[31] Cc1cc(C)c2c(c1)cc(C)c1nnc(SCC(=O)Nc3ccccc3N3CCOCC3)n12
[32] Cc1cccc(CCNC(=O)c2ccc3c(c2)nc2n3CCOC2)c1

Assay by compound	25	26	27	28	29	30	31	32
rTrxR1 inhibitor	-4%	11%	8%	11%[57.1 µM]	-14%	-2%[57.1 µM]	-11%	12%[57.1 µM]
PGK inhibitor	i	-6%	8%	-1%	-6%	2%	-6%	4%
JMJD2A Tudor inh	-20%	8%	4%	?	-12%	-8%	-25%	1%
ERG-DNA inh	-1%	-6%	-4%	7%	0%	6%	-4%	2%
12-LOX inh	-4%	-1%	6%	17%	8%	?	-5%	-15%
RGS4 inhibitor	16%	3%	-15%	-8%	-1%[56.9 µM]	15%	5%	-52%
GLS inh	6%	5%	-13%	22%	-23%	5%	1%	-6%
Pin1 inh	0%	1%	-2%	-6%	-2%	-2%	16%	-2%
HP1b binding inh	21%	35%	30%	2%	45%[activator]	7%	13%	31%[57 µM]

[33] Cc1ccc(CC2SC(N=C(N)N)=NC2=O)cc1 (stereo unspecified)
[34] COc1ccc(/C=N\NC(=O)c2ccc(Cn3cc(Br)c([N+](=O)[O-])n3)o2)c(OC)c1C
[35] CCCCc1nnc(NC(=O)CSc2nc(O)c(Cc3ccccc3)c(=O)[nH]2)s1
[36] CCN1C(=O)CC(N2CCN(CC(=O)NC(C)C)CC2)C1=O (stereo unspecified)
[37] Cc1ccc(-c2noc(CCCC(=O)NC3CCCCC3)n2)cc1
[38] COc1ccc(CNC(=O)C2CCCN(S(=O)(=O)c3ccc4c(c3)C(C)(C)C(=O)N4C)C2)cc1 (stereo unspecified)
[39] COc1ccccc1Nc1nc(-c2ccc([N+](=O)[O-])cc2)nc2ccccc12
[40] CN(Cc1c(F)cccc1Cl)c1nnnn1-c1ccccc1
[41] CCOCCn1ccc2c(OCC(=O)Nc3ccccc3F)cccc2c1=O
[42] CCOC(=O)c1ccc(NS(=O)(=O)c2ccc3c(c2)CCN3C(=O)CC)cc1

Assay by compound	33	34	35	36	37	38	39	40	41	42
rTrxR1 inhibitor	-46%	10%	14%[57.1 µM]	2%	13%	19%	12%	15%	12%	-7%
PGK inhibitor	i	6%	-4%	-6%	1%	4%	-3%	1%	-2%	i
JMJD2A Tudor inh	-15%	-7%	-22%[11.4 µM]	-11%	-7%	-8%	-3%	4%	-13%	-16%
ERG-DNA inh	12%	-14%	9%	-2%	2%	-1%	-4%	2%	0%	-2%
12-LOX inh	-1%	4%	-3%	9%	4%	5%[57.4 µM]	-3%	3%	13%	-21%
RGS4 inhibitor	7%	17%	?	-34%	-11%	3%	-43%	-17%	-29%	11%
GLS inh	-1%	-2%	-2%	1%	3%	-1%	0%	5%	-3%	-6%
Pin1 inh	2%	0%	4%	0%	5%	-4%	-1%	0%	4%	33%[activator]
HP1b binding inh	-4%	35%	-4%	52%[activator]	29%	34%	48%[activator]	44%[activator]	45%[activator]	10%

Only part of the results is shown (hit frequency here may not be typical).
